# TRPC4 block: TRPC4 (mouse) channel inhibition | Q9QUQ5 | HEK293 TRPC4beta/mu-opioid, DAMGO-evoked Fluo4 calcium flux; hits give low values | B-score at 10 µM | 300,000 compounds, 0.39% hits;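 active = B-score over 3 SD under the library average, no early fluorescence shift, positive overall ratio signal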
#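 Material: HEK293 cells with stable TRPC4beta plus mu-opioid receptor expression / Probe or stimulus: DAMGO in two steps, submaximal then maximal / Compound: single concentration per test compound / Technique: kinetic Fluo4 fluorescence imaging of calcium influx / Read-out: per-well B score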
# ANO1 block: blocks the mouse calcium-activated chloride channel TMEM16A; Q8BHY3; HEK293 TMEM16A/YFP iodide influx fluorescence, ionomycin; normalized B-score (activity score, 25-100; higher = stronger inhibition) at 10 µM; 310,000 compounds, 1.2% hits; AID 588511;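 active = ratio plate-corrected score three or more library SD toward inhibition, starting fluorescence score within five deviations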;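 also: score derived from kinetic fluorescence span divided by baseline fluorescence per well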
# Target sequence (Q8BHY3 whole entry, looked up): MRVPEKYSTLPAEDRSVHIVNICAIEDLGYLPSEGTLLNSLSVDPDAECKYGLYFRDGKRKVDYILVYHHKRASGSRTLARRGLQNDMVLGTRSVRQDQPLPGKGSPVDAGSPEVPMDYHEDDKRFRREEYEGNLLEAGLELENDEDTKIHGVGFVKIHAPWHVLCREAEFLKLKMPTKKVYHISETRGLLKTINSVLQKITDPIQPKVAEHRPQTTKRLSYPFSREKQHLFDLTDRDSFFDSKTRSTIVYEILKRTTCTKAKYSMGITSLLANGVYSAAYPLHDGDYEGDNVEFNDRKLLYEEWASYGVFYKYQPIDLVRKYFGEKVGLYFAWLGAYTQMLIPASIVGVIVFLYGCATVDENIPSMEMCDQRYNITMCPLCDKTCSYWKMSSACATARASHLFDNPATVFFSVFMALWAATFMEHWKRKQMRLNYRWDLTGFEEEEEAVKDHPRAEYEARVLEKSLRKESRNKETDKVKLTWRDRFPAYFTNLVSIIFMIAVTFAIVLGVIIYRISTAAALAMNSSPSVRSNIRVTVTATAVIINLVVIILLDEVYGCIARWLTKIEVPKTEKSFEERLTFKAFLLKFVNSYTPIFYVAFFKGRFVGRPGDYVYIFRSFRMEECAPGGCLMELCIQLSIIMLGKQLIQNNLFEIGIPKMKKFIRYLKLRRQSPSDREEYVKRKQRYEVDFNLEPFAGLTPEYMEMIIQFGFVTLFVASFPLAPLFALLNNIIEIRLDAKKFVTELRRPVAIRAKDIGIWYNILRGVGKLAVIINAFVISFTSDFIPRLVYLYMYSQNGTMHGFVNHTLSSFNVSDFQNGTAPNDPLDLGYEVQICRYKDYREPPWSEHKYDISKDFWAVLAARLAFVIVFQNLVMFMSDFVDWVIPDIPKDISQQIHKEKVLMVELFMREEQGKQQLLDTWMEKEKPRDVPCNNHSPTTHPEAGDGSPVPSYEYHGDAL
# SKKanGAS inh: SKKanGAS growth inhibition; S. pyogenes SKKanGAS, kanamycin growth, BacTiter-Glo, 6 h; inhibition, % at 7.5 µM; 300,000 compounds, 1.3% hits;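 active = mean replicate score, as percent of positive control median, at least 50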;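 also: strain carries kanamycin resistance gene driven by streptokinase promoter and grows in 40 µg/ml kanamycin; loss of luminescence reflects streptokinase promoter inhibition or plain growth inhibition; 0% = median of DMSO wells and 100% = positive control at its reference dose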
# TRPC6 inhibitor: blocks the mouse TRPC6 cation channel | Q61143 | HEK293-TRPC6, membrane potential dye, ACh-evoked depolarization; hits give low values | B-score at 10 µM | 310,000 compounds, 1.1% hits;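 active = B-score under library mean minus 3 SD, initial fluorescence not abnormally high, positive integrated signal ratio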;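 also: B-score derived from integrated fluorescence ratio over the kinetic read; more negative B-score means stronger inhibition of depolarization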
# TRPC4 potent: allosterically enhances the mouse TRPC4 cation channel. Q9QUQ5. AID 2227. B-score at 10 µM. HEK293 TRPC4beta/mu-opioid, DAMGO EC20, Fluo-4 Ca2+ flux; hits give high values. 310,000 compounds, 0.42% hits;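 active = B-score of calcium response area above 5 SD of library B-scores, with initial fluorescence ratio within 5 SD of library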;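 also: B-score of integrated fluorescence ratio over time as area under calcium response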
# MrgX1 agonist: agonists of human MrgX1 receptor; MrgX1-HEK293 cells, Fluo-4 calcium fluorescence, agonist mode; hits give high values; 310,000 compounds, 0.44% hits; Q96LB2; B-score at 10 µM;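 active = calcium response B-score plate-corrected fluorescence ratio at least 3 library SD, with starting fluorescence B-score inside 5 SD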
#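 System: HEK293 cells stably expressing human MrgX1 receptor; Dosing: test compound in the initial addition of three; Schedule: overnight plating, then 30 min 37 °C plus 30 min room-temperature dye loading; Detection: kinetic calcium dye fluorescence, Fluo-4 NW; Controls: per-plate positive and negative controls for Z′ factor.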
# MrgX1 antag: blocks BAM8-22 activation of human MrgX1 receptor; B-score at 10 µM; Q96LB2; 310,000 compounds, 1.3% hits; MRGX1-HEK293 calcium flux, Fluo-4, BAM8-22 antagonism; hits give low values;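 active = calcium-response B-score plate-corrected more than 3 library SD below zero, starting fluorescence within 5 deviations, no agonist response on first addition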;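 also: peak minus trough fluorescence over baseline after final BAM8-22 challenge near maximal dose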
# ANO1 activ: activators or potentiators of mouse TMEM16A chloride channel. Q8BHY3. HEK293 TMEM16A/YFP-H148Q/I152L, iodide quench fluorescence; hits give low values. B-score at 10 µM. 340,000 compounds, 0.3% hits. AID 623877;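 active = fluorescence-ratio B-score plate-corrected deviation score at least 3 library SD below zero, with starting fluorescence score within 5 deviations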;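 also: channel opened by trigger with iodide after compound preincubation; score built on the fluorescence ratio of max minus min over baseline; more negative score means more quench and so TMEM16A activation or potentiation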
# MrgX1 PAM: human MrgX1 positive allosteric modulation, primary screen; Q96LB2; MrgX1-HEK293, Fluo-4 calcium flux, FDSS; hits give high values; B-score at 10 µM; 310,000 compounds, 0.63% hits; AID 588675;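 active = plate-corrected calcium response at least 3 library SD above typical, normal starting fluorescence, not activating the receptor alone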;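 also: compound read alongside a low EC10 to EC30 dose of BAM8-22 agonist; peak minus trough fluorescence over baseline measured at the second addition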
# TRPC6 act: activators of mouse TRPC6 channel; Q61143; HEK293-TRPC6 membrane potential dye fluorescence; hits give high values; B-score at 10 µM; 310,000 compounds, 0.13% hits; AID 2550;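 active = B-score of the integrated fluorescence ratio above library mean plus 3 SD, and starting fluorescence ratio within library mean plus 5 SD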;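 also: higher score means more depolarization so channel activation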
# TRPC4 act: TRPC4 (mouse) channel activation; 310,000 compounds, 0.49% hits; HEK293 TRPC4beta/mu-opioid, Fluo4 calcium fluorescence; hits give high values; B-score at 10 µM;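 active = B-score above 5 SD of library B-scores, and initial fluorescence ratio not above library mean plus 5 SD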;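 also: positive B-score marks a calcium rise read as TRPC4 activation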
#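 Material: TRPC4beta and mu-opioid receptor HEK293 stable cells | Incubation: 45 min room-temperature Fluo4 loading, 110 s read | Detection: Kinetic Fluo4 calcium fluorescence | Measure: Integrated baseline-normalised fluorescence ratio, converted to per-well B score | Benchmarks: Low control buffer alone, high control maximal DAMGO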
# * hit, by the source's call; i = inactive; x = no result given. Compounds as they come, and some 6.7% of all compounds hit somewhere here.
SMILES,TRPC4 block,ANO1 block,SKKanGAS inh,TRPC6 inhibitor,TRPC4 potent,MrgX1 agonist,MrgX1 antag,ANO1 activ,MrgX1 PAM,TRPC6 act,TRPC4 act
CC1CCCC(NC(=O)CN2CCN(Cc3ccc(Cl)cc3)C2=O)C1C (centres undefined),i,i,-2,i,i,i,i,i,i,i,i
Cc1cccc(N(CC(=O)NC2CCCC2)C(=O)CCC(=O)Nc2ccccn2)c1,i,i,-3,i,i,i,i,i,i,i,i
Cc1ccccc1OCc1nnc(SCC(=O)Nc2ccc(N3CCOCC3)c(Cl)c2)n1C,i,i,13,i,i,i,i,i,i,i,i
CN(CC(=O)Nc1cccc(F)c1)C(=O)C1=COCCO1,i,i,1,i,i,i,i,i,i,i,i
Nc1c(C(=O)O)sc2nc(-c3ccccc3)c3c(c12)CCCC3,i,i,x,i,i,i,i,i,i,i,i
Cc1cccc(C)c1OCC(O)CN1CCN(c2ccccn2)CC1 (centres undefined),i,i,6,i,i,i,i,i,i,i,i
CCCCn1c(N)c(N(CC(C)C)C(=O)c2cccc(-n3cnnn3)c2)c(=O)[nH]c1=O,i,i,7,i,i,i,i,i,i,i,i
COC(=O)c1c(C)oc2ccc(OC(=O)N3CCOCC3)cc12,i,i,-1,i,i,i,i,i,i,i,i
Cn1cc(S(=O)(=O)NCC2CCCO2)c(=O)n(C)c1=O (centres undefined),i,i,-2,i,i,i,i,i,i,i,i
Cc1ccccc1Sc1c(C#N)c(-c2ccccc2)nn1C,i,i,-15,i,i,i,i,i,i,i,i
CS(=O)(=O)N(CC(=O)N1CCc2ccccc2C1)c1ccccc1Br,i,i,-4,i,i,i,i,i,i,i,i
COC(=O)c1cc2oc(C)cc2n1CC(=O)Nc1cc(C)cc(C)c1,i,i,-8,i,i,i,i,i,i,i,i

# The last two records of the part above come first, to join the parts.
SMILES,TRPC4 block,ANO1 block,SKKanGAS inh,TRPC6 inhibitor,TRPC4 potent,MrgX1 agonist,MrgX1 antag,ANO1 activ,MrgX1 PAM,TRPC6 act,TRPC4 act
CS(=O)(=O)N(CC(=O)N1CCc2ccccc2C1)c1ccccc1Br,i,i,-4,i,i,i,i,i,i,i,i
COC(=O)c1cc2oc(C)cc2n1CC(=O)Nc1cc(C)cc(C)c1,i,i,-8,i,i,i,i,i,i,i,i
O=C(Nc1ccc(N2CCN(C(=O)c3cccs3)CC2)cc1)c1ccc(F)cc1,i,i,-2,i,i,i,i,i,i,i,i
O=C(CN1CCCC1)Nc1ccc([N+](=O)[O-])cc1,i,i,-1,i,i,i,i,i,i,i,i
Clc1ccc(OCc2cc(-c3ccccc3)no2)c(Cl)c1,i,i,-20,i,i,i,i,i,i,i,i
CC(=O)c1c(O)c(C)c(O)c2c1OC1=CC(=O)C(C(C)=O)C(=O)[C@@]12C (some centres undefined),-6*,x,22,i,i,x,x,i,x,i,90*
CCOC(=O)N1CCC(NC(=O)C2CCN(S(=O)(=O)c3cccc4cccnc34)CC2)CC1,i,i,1,i,i,i,i,x,i,i,i
COc1cc(-c2nc3ccccn3c2/N=C/c2cccc(OC)c2O)ccc1O,i,i,-8,i,i,i,i,i,i,i,i
COc1ccc(S(=O)(=O)N(CC(=O)N2CCOCC2)c2cc(Cl)ccc2OC)cc1OC,i,i,16,i,i,i,i,i,i,i,i
CCOc1cc(CNc2ccc(O)cc2)cc(Br)c1OCc1ccccc1F,i,i,14,i,i,i,i,i,i,i,i
C/C=C(/C)C(=O)Nc1cccc(C2=NOC3(C2)C[C@@H](C(N)=O)N(C(=O)c2ccc(OC)cc2)C3)c1 (some centres undefined),i,i,8,i,i,i,i,i,i,i,i
O=C(Nc1nnc(CC(=O)N2CCOCC2)s1)c1cccs1,i,i,3,i,i,i,i,i,i,i,i
O=C(NCc1ccccc1F)C(c1ccccc1)c1ccccc1,i,i,10,i,i,i,i,i,i,i,i
O=C1CCCCC(=O)N(c2ccccc2)c2ccccc21,i,i,5,i,i,i,i,i,i,i,i
O=C(NCCN1CCN(Cc2ccccc2)CC1)c1cc2c(=O)[nH]c3ccccc3c2s1,i,i,0,i,i,i,i,i,i,i,i
CCCCCC(NC(=O)C1CCN(C(=O)[C@@H](NS(=O)(=O)c2ccc(C)cc2)C(C)C)CC1)C(=O)O (some centres undefined),i,i,-1,i,i,i,i,i,i,i,i
COc1ccc(C)cc1N(CC(=O)N1CCOCC1)S(C)(=O)=O,i,i,0,i,i,i,i,i,i,i,i
Cc1cccc(C)c1NC(=O)CCCN1C(=O)C(c2ccccc2)Oc2cccnc21 (centres undefined),i,i,0,i,i,i,i,i,i,i,i
CCOC(=O)C(C(=O)OCC)c1c([N+](=O)[O-])c(=O)n2c3c(cccc13)CCC2,i,i,3,i,i,i,i,i,i,i,i
COc1ccc(OC)c(NC(=O)CSc2nnc3ccc(-c4ccccn4)nn23)c1,i,i,0,i,i,i,i,i,i,i,i
ClCc1ncc(-c2ccc(Cl)cc2)o1,i,i,-18,i,i,i,i,i,i,i,i
O=C1NCCCCC1NS(=O)(=O)c1ccccc1 (centres undefined),i,i,-3,i,i,i,i,i,i,i,i
CC(=O)c1cccc(N(C(=O)Cn2nnc3ccccc32)C(C(=O)NCc2ccccc2)c2ccccn2)c1 (centres undefined),i,i,-7,i,i,i,i,i,i,i,i
COc1ccc(C(c2nnnn2CC2CCCO2)N2CCN(c3ccc(F)cc3)CC2)cc1 (centres undefined),i,i,-7,i,i,i,i,i,i,i,i
COc1ccc(C2(C(=O)NC(C)C)CCCC2)cc1OC,x,i,1,i,i,i,i,i,i,i,i
CCOC(=O)c1cc2nc(Nc3ccc(OC)cc3)sc2s1,i,i,0,i,i,i,i,i,i,i,i
CC(=O)c1ccc(NC(=O)C(C)Sc2n[nH]c(-c3cccnc3)n2)cc1 (centres undefined),i,i,-1,i,i,i,i,i,i,i,i
COC(=O)c1ccc(COc2nc(C)cc(C)c2C#N)o1,i,i,-1,i,i,i,i,i,i,i,i
COc1ccccc1CNC(=O)CSc1nnc2ccc(-c3cccnc3)nn12,i,i,-1,i,i,i,i,i,i,i,i
O=C(c1cc2nc(-c3ccco3)cc(C(F)(F)F)n2n1)N1CCCc2ccccc21,i,i,2,i,i,i,i,i,i,i,i
Cc1c(C(=O)NC(C)c2ccccc2)c(-c2ccccc2)nn1-c1ccccc1 (centres undefined),x,i,x,x,x,i,i,i,i,x,x
CCSc1nc2ccccc2n1C(=O)c1ccc(S(=O)(=O)N2CCCCCC2)cc1,i,i,2,i,i,i,i,i,i,i,i
COc1ccc(/C=N/NC(=O)C2(O)c3ccccc3-c3ccccc32)cc1,i,i,2,i,i,i,i,i,i,i,i
O=C(COC(=O)c1cc(=O)[nH]c2ccc(Br)cc12)c1ccccc1,i,i,27,i,i,i,i,i,i,i,i
NS(=O)(=O)c1ccc(CCNC(=O)c2ccco2)cc1,i,i,-4,i,i,i,i,i,i,i,i
O=C(COC(=O)C1CCC1)NCc1ccccc1,i,i,-15,i,i,i,i,i,i,i,i
Cc1ccc(OCC(O)CNS(=O)(=O)c2ccccc2C(=O)O)cc1 (centres undefined),i,i,0,i,i,i,i,i,i,i,i
Cc1ccc(NC(=O)Nc2cccnc2)cc1NC(=O)Nc1cccnc1,i,i,23,i,i,i,i,i,i,i,i
CCC1CCc2c(sc(N)c2C(N)=O)C1 (centres undefined),i,i,-1,i,i,i,i,i,i,i,i
Cc1nc2c(O)cccc2cc1CO,i,i,1,i,i,i,i,i,i,i,i
CN(/C=C/c1c([N+](=O)[O-])c(=O)n(C)c(=O)n1C)c1ccccc1,i,i,11,i,i,i,i,i,i,i,i
CCC(C)(C(=O)NC1CCCC1)N(C(=O)c1ccccn1)c1ccccc1 (centres undefined),i,i,6,i,i,i,-8*,i,i,i,i
O=c1c2c([nH]c3ccccc13)CCCC2,i,i,0,i,i,i,i,i,i,i,i
CC(=O)c1ccc(NC(=O)C2C3CCC(C3)C2C(=O)O)cc1 (centres undefined),i,i,-4,i,i,i,i,i,i,i,i
C=Cn1c(C(=O)O)ccc1-c1ccc(CC)cc1,i,i,3,i,i,i,i,i,i,i,i
CCCCCCc1cc2cc(S(=O)(=O)c3ccc(F)c(Cl)c3)c(=O)oc2cc1O,i,i,27,i,i,i,i,i,i,i,i
O=C(CSc1nc2ccc(Cl)cc2[nH]1)c1c[nH]c2ccccc12,i,i,x,i,i,i,i,i,i,i,i
Cc1c(N2C(=O)CSC2c2ccccc2)c(=O)n(-c2ccccc2)n1C (centres undefined),i,i,0,i,i,i,i,i,i,i,i
COc1ccccc1OCCC(=O)OCCN1C(=O)c2ccccc2C1=O,i,i,-2,i,i,i,i,i,i,i,i
COc1ccnc(CSC(N)=Nc2ccc(F)cc2)c1,i,i,0,i,i,75*,i,i,i,i,i
C=CCO/N=C(/C)c1ccc(Oc2cnccn2)cc1,i,i,-1,i,i,i,i,i,i,i,i
CCCCOCC1CN(c2ccccc2)C(=O)CS1 (centres undefined),i,i,-3,i,i,i,i,i,i,i,i
CCn1nnc(-c2ccc(N)cc2)n1,i,i,6,i,i,i,i,i,i,i,i
O=C1NC(c2ccc(-c3ccccc3[N+](=O)[O-])o2)C(C(=O)c2ccc(Cl)cc2)C(O)(C(F)(F)F)N1 (centres undefined),i,i,14,i,i,i,i,i,i,i,i
COc1ccc(C(=O)C2CCCN(C(=O)c3cccc(N(C)C)c3)C2)cc1OC (centres undefined),i,i,6,i,i,i,i,i,i,i,i
CCOC(=O)CCCCC(=O)c1[nH]c(=O)[nH]c1CSc1nc(-c2ccccc2)c(C#N)c(=O)[nH]1,i,i,-2,i,i,i,i,i,i,i,i
CS(=O)(=O)c1ccc(Cl)c(NC(=O)CCc2ccccc2)c1,i,i,1,i,i,i,i,i,i,i,i
Nc1cc(=O)[nH]c(SCC(=O)N2CCN(S(=O)(=O)c3ccc4ccccc4c3)CC2)n1,i,i,-6,i,i,i,i,i,i,i,i
